# From PubChem
# F508del corr = correctors of CFTR F508del function in bronchial epithelial cells. CFBE cells, YFP halide quenching; stimulated with forskolin plus potentiator P3; % fluorescence drop versus neutral controls. activity (quench increase), % at 7.58 µM. actives 0.36% (n = 350,000). AID 720511;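 active means mean added fluorescence quench of at least 8% versus neutral control, with both replicates also reaching 8%; inconclusive means only one of the mean or replicate conditions met; inactive means mean below 8% and not both replicates reaching 8%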;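 further: cells transiently co-express mutant CFTR-F508del with the halide-sensitive YFP; corrector assay measuring rescue of mutant channel to the surface after 24 h compound exposure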
# ERp5 block = inhibitors of human ERp5; Q15084; ERp5 insulin aggregation, absorbance 650 nm, 90 min; inhibition, % at 9.99 µM; actives 0.05% (n = 350,000); AID 651711;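 active means mean replicate inhibition above about 25%, with every replicate also reaching it, limit read from the data, passing the limit was not always enough; inconclusive means only one of those two criteria met; inactive means neither criterion met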
# Target sequence (Q15084 whole entry, looked up): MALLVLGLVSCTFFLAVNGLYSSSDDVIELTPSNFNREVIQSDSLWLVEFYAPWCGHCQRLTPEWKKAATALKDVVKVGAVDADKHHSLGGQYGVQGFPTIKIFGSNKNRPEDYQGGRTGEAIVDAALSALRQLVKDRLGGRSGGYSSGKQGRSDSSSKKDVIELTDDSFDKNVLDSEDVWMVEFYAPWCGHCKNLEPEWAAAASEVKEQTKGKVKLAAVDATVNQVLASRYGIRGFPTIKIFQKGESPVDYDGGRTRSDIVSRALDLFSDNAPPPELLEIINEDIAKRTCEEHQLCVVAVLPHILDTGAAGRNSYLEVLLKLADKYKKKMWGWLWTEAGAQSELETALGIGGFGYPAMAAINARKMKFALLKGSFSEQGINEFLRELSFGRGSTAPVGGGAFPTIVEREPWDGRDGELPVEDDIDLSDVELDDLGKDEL
# INS-1E GSIS act = primary screen for activators of insulin secretion dependent on glucose, INS-1E cells, GLuc reporter luminescence; INS-1E GLuc reporter insulin secretion, 2-3 h; activation, % at 16.6 µM; actives 0.61% (n = 370,000); AID 743287;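 active means lowest replicate activation of at least 40%, so every replicate reaches that level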;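 further: 0% = median of neutral control wells and 100% = median of IBMX positive control wells; some compounds called inactive have numbers as strong as hits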
# Xi reactivation = X-chromosome reactivation activator; XiGFP mouse fibroblasts, % GFP-positive cells imaging, 3 d; cells co-treated with 5-aza-dC sensitizer; scaled so ellipticine positive control = 100%; activation, % at 7.58 µM; actives 0.055% (n = 360,000);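 active means mean normalized replicate activation at least 10% and every replicate at or above 10%; inconclusive means only one of the two criteria met; inactive means mean below 10% and not all replicates reach 10%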;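 further: 0% = median of on-plate neutral control wells and 100% = ellipticine 6 µM median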
#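 Material: SV40-immortalized XiGFP fibroblast cells, line 68-5-11 | Buffer or medium: DMEM containing 5-aza-dC | Dosing: One concentration, pinned | Times: 3 d treatment, 15 min room-temperature fixation | Controls: Ellipticine 6 µM positive control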
# PAX8 inh HTS = lowers PAX8-driven luciferase in RMG-I cells; RMG-I TPO-luciferase reporter, SteadyGlo, 24 h; inhibition, % at 12.6 µM; actives 1.2% (n = 360,000); AID 652154;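 active means mean replicate inhibition at least 60% with every replicate also reaching 60%; inconclusive means only one of the two criteria is met; inactive means mean below 60% and not all replicates reaching 60%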;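 further: luciferase light reporting Pax8 driven TPO promoter activity; plate controls were median of neutral control wells for no effect and mitoxantrone controls for full effect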
# DENV2 CPE rescue = inhibitors of DENV2 cytopathic effect | CPE inhibition, % at 9.99 µM | actives 1.7% (n = 350,000) | AID 651640 | DENV2-infected cells, cytopathic effect rescue, plate reader; in the data active means CPE inhibition above about 20%, passing the limit was not always enough; inconclusive means no clear call, values can overlap the other calls; tested in BHK-21 cells;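 further: 0% = median of neutral control wells and 100% = median of positive control wells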
# ARNT TACC3 PPI = disrupts binding between human ARNT and TACC3; inhibition, % at 9.99 µM; AlphaScreen His-ARNT PAS-B/GST-TACC3 binding, luminescence; TACC3 fragment carries E629A point mutation; AID 623870; actives 0.66% (n = 390,000); Q9Y6A5;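 active means mean inhibition of replicates at least 50% and at least half of replicates each reaching 50%; inconclusive means half or more replicates reach 50% but mean below 50%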;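 further: 0% = complete ARNT plus TACC3 wells and 100% = ARNT alone without TACC3; many hits fall short of the cut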
# EWS-Fli inh = blocks EWS/Fli oncoprotein-driven transcription | A673 NR0B1-luciferase reporter, viability-normalised | inhibition, % at 12.6 µM | actives 0.67% (n = 350,000);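 active means mean inhibition of at least 50% after viability correction, with every replicate also passing that limit; inconclusive means mean reaches 50% but only one of two replicates passes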;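 further: firefly luciferase signal divided by Alamar Blue viability fluorescence both relative to DMSO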
# An asterisk follows results filed as active; ? = inconclusive; nt = not tested or not shown; & = joins results of further samples. Rows are unselected, and some 4.2% of all compounds hit somewhere here.
cpd	SMILES	F508del corr	ERp5 block	INS-1E GSIS act	Xi reactivation
1	COc1ccc(C(=O)NCCn2cc(SCC(=O)NCC3CCCO3)c3ccccc32)cc1OC (stereo not drawn)	0.0	-12	6	0.5
2	CC(C)NCC(=O)C12CC3CC(CC(C3)C1)C2	0.6	0	13	0.0
3	CCOC(=O)Cn1c(=O)oc2cc(S(=O)(=O)N3CCN(C(=O)OCC)CC3)ccc21	-1.7	0	25	0.0
4	Cc1onc(-c2c(F)cccc2Cl)c1C(=O)NCCO	0.8	-30	7	0.0
5	CCn1c(=O)c2cc(C(=O)NCc3cccs3)sc2c2ccccc21	-4.0	-1	nt	0.0
6	Cc1noc(C)c1S(=O)(=O)Nc1ccc2c(c1)C(=O)N([C@@H](C)CO)C[C@@H](C)[C@H](CN(C)C(=O)Nc1ccc3c(c1)OCO3)OCCCC[C@H](C)O2	0.0	-1	-9	-1.2
7	O=C(CCN1CCCCC1)NCC[C@H]1CC[C@H](NC(=O)C2CCCC2)[C@@H](CO)O1	-1.1	-9	4	0.5
8	CO[C@@H]1CN(C)C(=O)c2ccc(NC(=O)C3CC3)cc2OC[C@@H](C)N(Cc2cccnc2)C[C@H]1C	-1.5	5	-8	-0.1
9	Cc1noc(C)c1NC(=O)Nc1ccc2c(c1)C(=O)N([C@H](C)CO)C[C@H](C)[C@@H](CN(C)S(C)(=O)=O)O2	-0.2&-1.1	-1&-5	16&1	-0.1&0.0
10	C[C@H](CO)N1C[C@H](C)[C@H](CN(C)C(=O)Nc2ccccc2)Oc2ccc(NC(=O)C3CC3)cc2C1=O	-1.7	-8	18	0.5

cpd	PAX8 inh HTS	DENV2 CPE rescue	ARNT TACC3 PPI	EWS-Fli inh
1	1	3	0	3
2	10	7	-18	-6
3	-5	3	23	nt
4	-4	0	4	-1
5	7	-2	31	2
6	nt	-2	7	-5
7	-4	-6	2	-6
8	1	0	-4	-8
9	-10	-2&3	3&-6	1&-5
10	-14	1	-10	-19

# Retrieved by compound from the entries so far, six records:
cpd	SMILES	F508del corr	ERp5 block	INS-1E GSIS act	Xi reactivation
6	Cc1noc(C)c1S(=O)(=O)Nc1ccc2c(c1)C(=O)N([C@@H](C)CO)C[C@@H](C)[C@H](CN(C)C(=O)Nc1ccc3c(c1)OCO3)OCCCC[C@H](C)O2	0.0	-1	-9	-1.2
7	O=C(CCN1CCCCC1)NCC[C@H]1CC[C@H](NC(=O)C2CCCC2)[C@@H](CO)O1	-1.1	-9	4	0.5
1	COc1ccc(C(=O)NCCn2cc(SCC(=O)NCC3CCCO3)c3ccccc32)cc1OC (stereo not drawn)	0.0	-12	6	0.5
2	CC(C)NCC(=O)C12CC3CC(CC(C3)C1)C2	0.6	0	13	0.0
8	CO[C@@H]1CN(C)C(=O)c2ccc(NC(=O)C3CC3)cc2OC[C@@H](C)N(Cc2cccnc2)C[C@H]1C	-1.5	5	-8	-0.1
5	CCn1c(=O)c2cc(C(=O)NCc3cccs3)sc2c2ccccc21	-4.0	-1	nt	0.0

cpd	PAX8 inh HTS	DENV2 CPE rescue	ARNT TACC3 PPI	EWS-Fli inh
6	nt	-2	7	-5
7	-4	-6	2	-6
1	1	3	0	3
2	10	7	-18	-6
8	1	0	-4	-8
5	7	-2	31	2

# Continued:
cpd	SMILES	F508del corr	ERp5 block	INS-1E GSIS act	Xi reactivation
11	CN1CCN(C(=O)C[C@H]2C[C@@H]3c4cc(NC(=O)NC5CCCCC5)ccc4O[C@@H]3[C@H](CO)O2)CC1	-0.3	6	-11	0.3
12	Cc1cc(C)c(NC(=O)C(C)OC(=O)c2cc(Br)c(Br)s2)c(C)c1 (stereo not drawn)	nt	nt	5	0.0
13	O=C(O)CCCCCNS(=O)(=O)c1ccc2c3c(cccc13)C(=O)N2	2.0	3	19	0.0
14	COc1ccc(CN(C)C[C@@H]2Oc3ccc(NC(=O)Nc4ccccc4)cc3CC(=O)N([C@@H](C)CO)C[C@H]2C)cc1	-1.8	12	-21	0.0
15	COc1ccc(-c2cc(C(=O)NCC3CCCCC3)[nH]n2)c(C)c1	3.0	5	nt	0.0
16	N#Cc1c(-c2ccc(Cl)cc2)c(-c2ccc(Cl)cc2)nn(CCOC(=O)CCC(=O)O)c1=O	3.9	4	-4	0.0
17	C[C@@H]1CN([C@H](C)CO)C(=O)c2cc(NC(=O)Cc3ccccc3)ccc2O[C@@H]1CN(C)C	-2.0	2	29	0.1
18	CCNC(=O)C1(C)CCCN(C(=O)c2nc3ccccc3s2)C1 (stereo not drawn)	2.7	8	-3	-0.1
19	O=C(CC1CC1)N1CC2(C1)[C@H](c1ccccc1)[C@@H](CO)N2C(=O)c1cnccn1	1.1	-1	25	0.0
20	CCC(=O)N(C)C[C@H]1[C@H](c2ccc(C3=CCCCC3)cc2)[C@@H](CO)N1C(C)=O	1.2	-1	-1	0.0

cpd	PAX8 inh HTS	DENV2 CPE rescue	ARNT TACC3 PPI	EWS-Fli inh
11	-1	-2	-10	-8
12	-6	nt	-1	nt
13	-15	-5	42	15
14	nt	-10	10	9
15	-13	8	nt	-2
16	28	-11	7	?
17	30	-9	-8	3
18	9	-5	nt	-2
19	-13	-5	nt	-11
20	0	nt	-2	5

# Additional compounds follow:
cpd	SMILES	F508del corr	ERp5 block	INS-1E GSIS act	Xi reactivation
21	N#Cc1ccccc1OCC(=O)NC1CCCCC1	1.1	-4	4	0.3
22	Cn1c(=O)oc2cc(S(=O)(=O)Nc3ccccc3)ccc21	0.2	2	3	0.0
23	CC(=O)c1sc(NS(=O)(=O)c2ccc(C)cc2)nc1C	-2.0	3	3	0.0
24	O=C(NCc1cccc(F)c1)[C@H]1[C@H](CO)[C@H]2Cn3c(ccc(-c4ccncc4)c3=O)[C@@H]1N2CC1CC1	2.8	-5	1	0.2
25	OCC(O)CNC(=S)NC1CCCCC1 (stereo not drawn)	0.6	-2	7	-0.1
26	CC1CN(c2cnn(C(C)C)c(=O)c2Cl)CC(C)O1 (stereo not drawn)	-2.4	1	5	0.0
27	O=C(Nc1ccc(C(=O)N2CCC(N3CCOCC3)CC2)cc1)c1ccc(Br)o1	-0.3	-5	4	0.0
28	CC(C)NC(=O)N(C)C[C@@H]1OCCCC[C@@H](C)Oc2ccc(NS(=O)(=O)c3ccc(F)cc3)cc2C(=O)N([C@@H](C)CO)C[C@@H]1C	-0.2	2	13	0.0
29	CCCCC[C@@H](C)N1C[C@H](COCc2ccccc2)Oc2cc(N3CCC[C@@H]3COC)ccc2S1(=O)=O	-0.6	0	-3	0.0
30	Cc1ccc(NC(=O)CN2c3cccc4cccc(c34)S2(=O)=O)cc1S(=O)(=O)N1CCOCC1	nt	nt	-22	0.1

cpd	PAX8 inh HTS	DENV2 CPE rescue	ARNT TACC3 PPI	EWS-Fli inh
21	-130	2	-5	-101
22	5	-1	0	13
23	5	-8	31	8
24	0	-1	0	-3
25	10	-4	-2	6
26	7	2	32	-7
27	0	-3	-8	-2
28	-17	-4	4	-6
29	-126	11	nt	-68
30	3	nt	-16	nt

# (listing goes on)
cpd	SMILES	F508del corr	ERp5 block	INS-1E GSIS act	Xi reactivation
31	Cc1noc(C)c1NC(=O)N(C)C[C@@H]1Oc2ccc(NC(=O)C3CC3)cc2CC(=O)N([C@H](C)CO)C[C@H]1C	-3.4	0	8	0.2
32	COc1ccc(NC(=O)C23CC4CC(CC(Cl)(C4)C2)C3)cc1S(=O)(=O)N1CCOCC1	3.4	0	-22	0.0
33	C[C@@H]1CN([C@H](C)CO)C(=O)Cc2cc(NC(=O)C3CCCCC3)ccc2O[C@H]1CN(C)Cc1ccc(Oc2ccccc2)cc1	0.8	2	7	-0.1
34	C[C@@H]1CCCCO[C@H](CN(C)S(=O)(=O)c2cccs2)[C@@H](C)CN([C@@H](C)CO)C(=O)c2cc(NS(=O)(=O)c3ccccc3)ccc2O1	-1.3	-3	-1	0.2
35	CCc1nc2ccc(C(=O)NCCCN(C)C)cn2c1N(C)Cc1ccc(OC)cc1	-3.5	-2	13	0.1
36	CC(=O)N1CCC(=NNc2ccc(S(N)(=O)=O)cc2[N+](=O)[O-])CC1	4.2	4	15	-0.1
37	NC(=O)c1cc(C(=O)c2ccc(Cl)cc2Cl)c[nH]1	2.8	0	25	0.0
38	CC(C)C[C@@H]1COCc2cn(nn2)CC[C@H](Cc2ccccc2)C(=O)N1	nt	-3	8	0.2
39	Cc1ccc(C)c(NC(=O)CCC(=O)N2CCOc3ccccc32)c1	3.4	1	nt	0.6
40	CCCCNc1nc2ccccc2nc1NS(=O)(=O)c1ccc(F)cc1	-2.1	2	-74	0.3

cpd	PAX8 inh HTS	DENV2 CPE rescue	ARNT TACC3 PPI	EWS-Fli inh
31	nt	-4	3	1
32	nt	6	2	-10
33	-20	-9	nt	4
34	-2	-1	-9	0
35	-27	-5	nt	-4
36	16	15	3	6
37	-28	33*	-1	-12
38	-3	-1	nt	4
39	-6	4	0	4
40	7	13	-32	6

# (next part)
cpd	SMILES	F508del corr	ERp5 block	INS-1E GSIS act	Xi reactivation
41	O=C(C[C@@H]1CC[C@@H](NC(=O)c2cccc(F)c2)[C@H](CO)O1)NCCN1CCCC1	-0.1	3	9	0.0
42	O=C(Nc1ncccc1O)c1ccc2c(c1)OCCO2	2.2	3	6	0.0
43	CCc1cnc(N2[C@@H](C#N)[C@H](c3ccc(-c4cccc(F)c4)cc3)[C@@H]2CO)s1	-0.9	-1	-10	0.0
44	COC(=O)C1=C(C)NC(C)=C(C(=O)OCC2CCCO2)C1c1ccc(Cl)c([N+](=O)[O-])c1 (stereo not drawn)	1.1	-3	-55	0.1
45	CC(C)c1ccc(S(=O)(=O)NCc2ccc3c(c2)OCO3)cc1	3.0	3	-12	0.1
46	C[C@H](NC(=O)C[C@@H]1CC[C@H](NC(=O)Nc2ccc3c(c2)OCO3)[C@@H](CO)O1)c1ccccc1	-0.9	6	-12	-0.3
47	C1=C(CCNCC2CC2)CCCC1	0.1	7	4	nt
48	COc1ccc(C)cc1S(=O)(=O)NCC(c1ccco1)N1CCc2ccccc2C1 (stereo not drawn)	1.0	-7	7	0.4
49	CCCNC(=O)Nc1ccc2c(c1)C(=O)N(C)C[C@H](OC)[C@@H](C)CN(Cc1cccnc1)[C@@H](C)CO2	0.7	-1	4	-0.4
50	Cc1cc(Cl)ccc1NC(=S)NCCCN1CCCC1=O	nt	1	12	0.1
51	N#C[C@@H]1[C@H](c2ccccc2)[C@@H](CO)N1C(=O)c1cc(Cl)cc(Cl)c1	-4.4	7	-8	0.0
52	COc1ccc(CNC(=O)[C@]2(C)CCC[C@@]3(C)C4CC[C@@]5(C)C[C@]4(CCC32)CC5=O)cc1 (stereo partly drawn)	-0.9	3	-27	0.0

cpd	PAX8 inh HTS	DENV2 CPE rescue	ARNT TACC3 PPI	EWS-Fli inh
41	-10	?	17	-4
42	-61	-6	3	-39
43	2	-4	3	-1
44	23	?	11	nt
45	17	-3	4	-2
46	-5	-3	-2	3
47	nt	0	0	1
48	0	-5	-2	5
49	-1	-3	-2	-3
50	22	15	-5	7
51	-5	6	-14	-7
52	5	-7	3	-4
